DAX1 inh-1 = inhibitors of human orphan nuclear receptor DAX1 (NR0B1). HEK293 Gal4-DAX1 luciferase reporter, luminescence. inhibition, % at 6.75 µM. 340,000 tested, 0.99% active. AID 504766;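 active = inhibition above the mean over all tested compounds plus 3 SD, cut at about 4.2% in these data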;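 note: 0% = DAX1-transfected cells with DMSO and 100% = empty-vector control cells with DMSO; inhibition shows as a rise in luminescence from relieved DAX1 repression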
DAX1 inh-2 = blocks DAX1 repression of SF-1 activated StAR promoter; HEK293T StAR-luciferase reporter, SF-1/DAX-1 repression relief; inhibition, % at 6.8 µM; 370,000 tested, 1.1% active; AID 652010;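 active = inhibition above the mean over all tested compounds plus 3 SD, cut at about 3.6% in these data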;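 note: 0% = DAX-1 cells with DMSO and 100% = cells lacking DAX-1 with DMSO; higher inhibition means more luminescence from relief of DAX-1 repression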
KLK7 zymogen act = activates the human kallikrein-7 zymogen; 370,000 tested, 0.9% active; P49862; purified proKLK7, EDANS-DABCYL substrate fluorescence; 100% is mature enzyme control, 0% vehicle; activation, % at 7 µM;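 active = activation above the mean of all tested compounds plus 3 SD, computed per campaign excluding outliers beyond control limits, cut at about 13% in these data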
Target sequence (P49862 whole entry, looked up): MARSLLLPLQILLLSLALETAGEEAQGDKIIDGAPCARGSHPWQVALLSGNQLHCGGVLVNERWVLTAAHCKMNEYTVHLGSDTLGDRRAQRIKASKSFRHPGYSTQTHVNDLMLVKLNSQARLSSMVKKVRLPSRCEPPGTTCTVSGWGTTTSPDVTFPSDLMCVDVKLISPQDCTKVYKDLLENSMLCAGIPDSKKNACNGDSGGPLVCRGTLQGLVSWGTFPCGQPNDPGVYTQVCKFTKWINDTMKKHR
NPR2 activator = GC-B (human) receptor activation | AID 1920062 | HEK293-GC-B cells, CNP EC30, cGMP TR-FRET; 0% at EC30 CNP, 100% saturating CNP | 370,000 tested, 0.11% active | activation, % at 10 µM;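 active = activation at 10 µM reaching about 35% in either raw or pattern-adjusted values, limit read from the data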
hcDAF-12 act = H. contortus DAF-12 activation, primary screen. AID 652067. HEK293 hcDAF-12 lit1-tk-luc reporter, luminescence; 0% DMSO, 100% Δ7-dafachronic acid. activation, % at 6.8 µM. 370,000 tested, 1.4% active;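 active = activation above the mean of all tested compounds plus 3 SD, cut at about 5.5% in these data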;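 note: 100% = response to 3 µM Δ7-dafachronic acid high control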
hgDAF-12 ag = activates the H. glycines DAF-12 receptor ligand-binding domain; 370,000 tested, 1.8% active; HEK293 GAL4-hgDAF12 UAS-luciferase reporter, agonist luminescence; normalized to butyrate control; activation, % at 6.8 µM;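 active = activation above a cutoff set at the mean of all screened compounds plus 3 SD, cut at about 10% in these data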;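 note: 0% = DMSO wells and 100% = sodium butyrate wells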
ssDAF-12 act = S. stercoralis DAF-12 activation, primary screen | HEK293 ssDAF-12/GRIP1 lit1-tk-luc reporter, luminescence; % of 3 µM dafachronic acid response | activation, % at 6.8 µM | 370,000 tested, 1% active | AID 652126;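 active = activation above the mean over all tested compounds plus 3 SD, cut at about 0.9% in these data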;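 note: 0% = DMSO-only wells and 100% = 3 µM delta7-dafachronic acid wells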
GC-A act = GC-A (human) enzyme activation; HEK293 GC-A cells, cGMP TR-FRET, EC30 ANP; 0% at EC30 ANP, 100% saturating ANP; P16066; AID 1671463; 370,000 tested, 0.14% active; activation, % at 10 µM; in the data active = activation above about 40%
FXN GAA850 act = increases GAA850 frataxin promoter reporter activity | HEK293 lucGAA850 FXN promoter luciferase reporter, 24 h; percent of 10 µM SAHA response | activation, % at 6 µM | 360,000 tested, 0.56% active;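 active = activation above the average of all compounds screened plus 3 SD, cutoff fixed separately per campaign, cut at about 7.5% in these data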;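 note: 0% = DMSO wells and 100% = 10 µM SAHA wells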
SMARCA2 activ = SMARCA2 function activation, primary screen; activation, % at 9.1 µM; MG213 cells, MMTV-luciferase reporter, dexamethasone, overnight; 370,000 tested, 1% active; in the data active = activation above about 7.8%;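 note: 0% = vehicle wells and 100% = reference activator wells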
HGIII-sPLA2 inh = Inhibits HGIII-sPLA2 liposome hydrolysis, primary screen | Q9NZ20 | QFRET BODIPY PC-A2 liposome hydrolysis, fluorescence | inhibition, % at 12.2 µM | 370,000 tested, 0.56% active | AID 743126;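 active = inhibition above mean plus 3 SD of compounds lying within the high and low control bounds, cut at about 19% in these data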;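 note: 0% = median of test compound wells and 100% = no enzyme DMSO wells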
Target sequence (Q9NZ20 whole entry, looked up): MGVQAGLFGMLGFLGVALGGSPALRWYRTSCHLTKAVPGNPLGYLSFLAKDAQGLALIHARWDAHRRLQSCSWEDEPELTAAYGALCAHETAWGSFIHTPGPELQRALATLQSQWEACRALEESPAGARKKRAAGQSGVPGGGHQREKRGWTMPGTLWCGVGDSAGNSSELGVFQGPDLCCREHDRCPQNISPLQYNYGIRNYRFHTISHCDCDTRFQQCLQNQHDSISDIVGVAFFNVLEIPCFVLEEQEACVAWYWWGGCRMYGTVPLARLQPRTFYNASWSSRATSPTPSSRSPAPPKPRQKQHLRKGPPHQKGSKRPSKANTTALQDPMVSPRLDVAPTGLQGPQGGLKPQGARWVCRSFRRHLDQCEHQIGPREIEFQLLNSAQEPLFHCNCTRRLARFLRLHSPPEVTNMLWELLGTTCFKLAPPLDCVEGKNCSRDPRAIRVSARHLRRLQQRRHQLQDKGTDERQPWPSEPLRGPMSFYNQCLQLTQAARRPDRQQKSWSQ
Numbers without * were called inactive; . = not tested or not shown.

smiles,ssDAF-12 act,KLK7 zymogen act,FXN GAA850 act,hgDAF-12 ag,GC-A act,DAX1 inh-1,SMARCA2 activ,DAX1 inh-2,NPR2 activator,hcDAF-12 act,HGIII-sPLA2 inh
CCOC(=O)C1(C)CCCN(C(=O)c2ccc3c(c2)CCO3)C1 (configuration not stated),0.2,-0.5,-0.1,1.1,2,.,-2,-1.1,4,2.0,3
N#Cc1ccc(C(=O)N2CCCCC2c2cc(C(=O)Nc3ccccc3Cl)no2)cc1 (configuration not stated),-1.6,0.6,-1.4,0.8,0,.,-1,0.5,-4,-2.4,-6
Cc1ccccc1NC(=O)CN1C(=O)NC(C)(CCc2ccccc2)C1=O (configuration not stated),-0.9,0.0,-0.6,0.6,-1,-0.2,0,-0.1,3,-0.2,-5
CCN1CCN(C(=O)CSc2nc(N)cc(N)n2)CC1,-1.1,0.4,0.5,-0.8,1,1.9,-2,0.0,5,-1.1,2
COc1cc(/C=N/Nc2nc(-c3ccc(S(=O)(=O)N(C)C)cc3)cs2)ccc1O,-1.6,-0.3,-0.9,-1.6,1,-1.8,-5,0.0,-2,-2.3,-3
COCCn1c(=S)[nH]c2ccccc21,-1.6,0.6,-0.1,-0.5,2,-1.1,1,0.1,3,-1.3,8
COc1ccc(OC)c(C2=NS(=O)(=O)N(C)C(C(=O)NCc3ccco3)=C2)c1,-0.3,-0.1,0.4,-0.7,0,-0.2,1,-0.4,4,-0.5,2
Cn1c(=O)n(Cc2ccccc2)c(=O)c2c1nc1n2CCN1Cc1ccco1,-1.6,0.1,2.2,-3.9,0,1.9,1,-0.3,-5,-0.6,4
COc1ccc(C(=O)c2[nH]c(N)c(C(=O)c3c[nH]c4ccccc34)c2-c2ccc(F)c(OC)c2)cc1,-0.3,-1.9,.,-1.0,0,.,-2,0.3,2,2.3,-5
Cc1cc(NC(=S)N(Cc2ccc(Cl)cc2)Cc2ccc(C(=O)O)cc2)ccc1Cl,-1.3,0.6,0.4,0.5,-1,1.4,3,0.1,-1,-1.4,-28
COCCN1C(=O)/C(=C/c2ccc(N3CCCC3)cc2)SC1=S,0.9,-0.4,3.1,2.6,-1,-0.7,2,-0.5,2,0.1,-7
COc1ccc(/C=N/NC2=NCCCCC2)cc1,-1.2,-0.2,1.2,1.5,8,-0.4,-2,0.9,5,3.0,6
COc1ccc(C(=O)c2[nH]c(N)c(C(=O)NCCc3c[nH]c4ccccc34)c2-c2ccc(C(F)(F)F)cc2)cc1,1.9*,0.8,.,4.6,-4,.,0,0.1,-1,5.4,-32
CCCCN(C=O)c1c(CC)nc2c(OCCOc3ccccc3)cccn12,-1.6,1.4,-1.3,-2.4,3,.,-2,-0.8,0,-1.7,-6
O=C(COC(=O)c1c(F)cccc1F)Nc1ccc(N2CCCCC2)cc1,-0.5,0.3,1.8,-1.7,-1,0.5,-1,-2.1,-5,2.9,0
O=C(Nc1ccc(N2CCN(C(=O)c3ccccc3)CC2)cc1)c1ccc(Br)o1,-1.4,-0.6,-0.5,-1.2,2,-1.5,0,-0.6,-6,-4.0,-3
CC(=O)Nc1ccc(NC(=O)c2ccc(S(=O)(=O)N(C)c3ccccc3)cc2)cc1,-1.3,8.5,-0.8,-3.6,-1,-0.5,0,-1.5,0,-2.1,-3
Cc1ccc(C2(C)NC(=O)N(CC(=O)N3CCN(S(=O)(=O)c4ccc(Cl)s4)CC3)C2=O)cc1 (configuration not stated),-1.7,1.0,0.4,-1.6,0,-0.8,-3,-1.0,-5,-2.6,-18
O=C(COC(=O)c1ccc2ccccc2c1O)NCc1ccccc1,-0.3,0.0,-0.5,0.4,2,1.0,-5,-0.6,-6,0.9,1
CCOC(=O)c1csc(CCNC(=O)c2ccccc2)n1,-1.1,-0.5,1.0,2.0,2,0.0,-3,-0.7,0,-1.0,10

Sorted by SMILES length (rising): part of the list above.
smiles,ssDAF-12 act,KLK7 zymogen act,FXN GAA850 act,hgDAF-12 ag,GC-A act,DAX1 inh-1,SMARCA2 activ,DAX1 inh-2,NPR2 activator,hcDAF-12 act,HGIII-sPLA2 inh
COCCN1C(=O)/C(=C/c2ccc(N3CCCC3)cc2)SC1=S,0.9,-0.4,3.1,2.6,-1,-0.7,2,-0.5,2,0.1,-7
Cc1ccccc1NC(=O)CN1C(=O)NC(C)(CCc2ccccc2)C1=O (configuration not stated),-0.9,0.0,-0.6,0.6,-1,-0.2,0,-0.1,3,-0.2,-5
N#Cc1ccc(C(=O)N2CCCCC2c2cc(C(=O)Nc3ccccc3Cl)no2)cc1 (configuration not stated),-1.6,0.6,-1.4,0.8,0,.,-1,0.5,-4,-2.4,-6
CC(=O)Nc1ccc(NC(=O)c2ccc(S(=O)(=O)N(C)c3ccccc3)cc2)cc1,-1.3,8.5,-0.8,-3.6,-1,-0.5,0,-1.5,0,-2.1,-3

Going on with the list:
smiles,ssDAF-12 act,KLK7 zymogen act,FXN GAA850 act,hgDAF-12 ag,GC-A act,DAX1 inh-1,SMARCA2 activ,DAX1 inh-2,NPR2 activator,hcDAF-12 act,HGIII-sPLA2 inh
CC(=O)c1cccc(NC(=O)Nc2ccc(C(=O)N3CCOCC3)cc2)c1,-1.5,0.2,-6.3,5.3,4,-0.3,-4,-0.8,4,-2.9,-1
COC(=O)c1cc(Cl)cc2c(CCO)c[nH]c12,-1.0,1.7,-0.4,-0.5,-3,0.0,1,-0.1,2,0.0,-12
NC(=O)C1(N2CCCCC2)CCN(C(=O)c2ccccc2)CC1,-0.9,0.2,0.1,0.4,1,-0.1,-1,0.6,6,0.3,9
COc1ccccc1CNc1nc2ccccc2n1CCN1CCCCC1,-2.1,0.5,-0.3,-1.7,-17,4.1,3,-0.5,-14,0.5,-5
Cc1nnc(SCC(=O)Nc2ccc([N+](=O)[O-])cc2)n1C,-0.3,0.5,-1.6,2.5,1,0.2,-2,-0.8,1,0.6,5
COc1cccc(C2NC(=O)NC(C)=C2C(=O)Nc2ccc(C)cc2)c1OC (configuration not stated),-0.1,-0.3,1.0,2.3,6,0.1,-2,-0.1,-1,-1.0,-7
COc1ccc([C@H]2CC(=O)C[C@@H](CCn3cc(-c4ccncc4)nn3)O2)cc1,-0.4,0.3,.,0.8,1,.,-2,0.1,0,-0.3,8
CCCNS(=O)(=O)c1ccc(C(=O)NCC2CCCO2)cc1 (configuration not stated),-1.6,-0.1,2.0,-0.6,4,0.1,2,0.0,-4,-1.0,4
O=C(Nc1ccccc1)C(Cl)C(=O)c1ccccc1 (configuration not stated),0.8,0.6,2.7,3.4,22,2.4,5,0.6,18,4.1,-1
COc1ccc(-n2ncc3c(=O)n(CC(=O)Nc4ccc5c(c4)OCCO5)cnc32)cc1,-1.2,0.9,-1.6,1.2,-1,0.1,-3,-0.8,-4,1.2,8
COc1ccc(-c2nc(-c3ccccc3)nc(N3CCN(C)CC3)c2C#N)cc1,-1.3,-0.1,-1.5,-0.1,1,1.1,2,-1.3,-14,-1.4,-3
O=C(NCc1ccncc1)c1ccc2nc([C@@H]3O[C@H](CO)[C@H](O)[C@H](O)[C@H]3O)[nH]c2c1,-1.1,0.5,1.5,0.7,3,.,-4,0.5,0,-1.3,12
COc1cccc(NC(=O)C2CCN(C(=O)NC3CCCCC3)CC2)c1,-1.6,-0.1,0.8,-1.0,-2,0.0,0,-0.2,-5,-0.3,-3
COc1ccccc1/C=N/NC(=O)C(=O)NCc1cccnc1,-1.0,-0.9,1.1,0.7,0,1.0,-2,-0.4,-3,2.4,-5
COc1ccccc1-c1nnc(C2CCN(S(=O)(=O)c3cccc([N+](=O)[O-])c3)CC2)o1,-0.7,0.5,1.6,-2.2,-4,0.5,-1,-0.2,-11,0.7,-9
CCCN(CCC)CCCOC(=O)c1ccc(Cl)cc1Cl,-1.6,-0.7,-1.0,-0.1,1,2.9,-2,0.4,-1,-1.9,0
Cc1c(C(C)(C)C)sc(=NC(=O)c2ccccc2O)n1C,0.1,2.8,6.4,14*,38,2.2,6,1.4,-8,6.9*,-6
CCOc1ccc(-c2csc(NNC3=NCCCCC3)n2)cc1,-0.7,-0.3,3.6,6.2,3,1.4,-1,1.1,-1,2.6,0
CCOc1ccc2oc(C(=O)NC(C)(C)CC)c(C)c2c1,-0.7,0.0,3.8,13*,2,3.3,4,1.3,-1,-0.2,-1
CCOC(=O)c1cc(-c2ccc(F)cc2)n(CC(=O)NC(C)CC)c1C (configuration not stated),-1.3,-0.1,0.6,-0.5,-4,-0.6,-1,-0.3,-5,0.8,-8

The list continues.
smiles,ssDAF-12 act,KLK7 zymogen act,FXN GAA850 act,hgDAF-12 ag,GC-A act,DAX1 inh-1,SMARCA2 activ,DAX1 inh-2,NPR2 activator,hcDAF-12 act,HGIII-sPLA2 inh
CC/C(=N\NC(=O)CCC(=O)NCc1ccccc1)c1ccc(O)cc1,-1.3,0.3,1.4,-0.1,-1,0.3,-3,-0.3,-6,0.7,1
C/C(=C\c1ccccc1)C(=O)NCCc1ccccc1,-0.3,-0.3,3.1,19*,1,0.6,5,3.2,1,3.9,-2
COCCNC(=S)N(C)[C@H]1C[C@H]2c3cc(N4CCN(C)CC4)ccc3CCN2C(=O)[C@H]1[C@H](C)O,0.1,1.5,0.4,0.7,0,0.0,-4,0.9,-2,-0.2,8
CN1CCn2cnc(C(=O)NCC(=O)OC(C)(C)C)c2C1=O,-1.3,0.2,-1.4,-1.2,1,0.5,-1,-0.7,0,0.5,3
CC(=O)N1CCc2cc(S(=O)(=O)NC(Cc3ccccc3)C(=O)NC3CCCCCC3)ccc21 (configuration not stated),-0.1,-0.1,0.6,0.8,3,0.5,0,-0.2,0,-2.2,-1
